PAFAH2 inh = PAFAH2 (human) inhibition; 340,000 compounds, 0.99% hits; inhibition, % at 3.39 µM; Q99487; recombinant PAFAH2, FP-rhodamine activity probe, fluorescence polarization; AID 492956;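 active = inhibition above the mean over all tested compounds plus 3 SD, cut at about 30% in these data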;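 note: inhibitors block probe labeling of enzyme so polarization drops; 0% = enzyme with DMSO and 100% = wells lacking PAFAH2 protein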
LYPLA2 counter = counter-screen for PME1 inhibitors: inhibitors of human LYPLA2; O95372; recombinant LYPLA2, FP-Rh probe fluorescence polarization; inhibition, % at 5.9 µM; 320,000 compounds, 0.38% hits; AID 2177;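 active = inhibition above the screen-wide mean plus 3 SD, limit set per campaign, cut at about 26% in these data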;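 note: 0% = LYPLA2 with DMSO and 100% = wells lacking LYPLA2 enzyme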
EBNA-1 inh = blocks EBNA-1 binding to DNA; EBNA-1 DNA binding, fluorescence polarization; inhibition, % at 14.8 µM; 300,000 compounds, 0.34% hits; AID 1950; in the data active = inhibition above about 28%
pPAFAH FP inh = inhibitors of human plasma PAF acetylhydrolase (pPAFAH); inhibition, % at 3.39 µM; recombinant pPAFAH, FP-rhodamine probe fluorescence polarization; AID 463082; 330,000 compounds, 1.5% hits;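 active = inhibition above the mean inhibition across the screen plus 3 SD, cut at about 25% in these data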;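 note: inhibitors block binding of the rhodamine activity-based probe so polarization drops; 0% = enzyme with DMSO and 100% = wells lacking pPAFAH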
Target sequence (Q13093 whole entry, looked up): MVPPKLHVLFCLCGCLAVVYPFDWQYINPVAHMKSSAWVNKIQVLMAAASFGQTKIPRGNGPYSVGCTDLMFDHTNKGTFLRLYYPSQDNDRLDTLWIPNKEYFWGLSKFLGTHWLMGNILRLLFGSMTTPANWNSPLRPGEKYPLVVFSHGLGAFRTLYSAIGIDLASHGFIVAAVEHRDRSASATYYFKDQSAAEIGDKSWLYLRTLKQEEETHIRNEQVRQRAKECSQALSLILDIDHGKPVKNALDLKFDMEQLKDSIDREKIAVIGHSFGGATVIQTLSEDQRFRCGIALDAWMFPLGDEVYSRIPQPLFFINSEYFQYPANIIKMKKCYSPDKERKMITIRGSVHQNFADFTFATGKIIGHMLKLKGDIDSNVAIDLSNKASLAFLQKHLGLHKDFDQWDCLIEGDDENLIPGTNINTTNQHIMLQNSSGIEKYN
PREPL inh = inhibits the human prolyl oligopeptidase-like enzyme; Q4J6C6; recombinant PREPL, fluorescence polarization activity-based probe; inhibition, % at 5.96 µM; 320,000 compounds, 0.68% hits; in the data active = inhibition above about 43%;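 note: 0% = enzyme with DMSO and 100% = wells lacking enzyme; many of its hits are not listed in these tables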
PAFAH1B2 inh = PAFAH1B2 (human) inhibition. recombinant PAFAH1B2, FP-rhodamine activity probe, fluorescence polarization. AID 492953. inhibition, % at 3.39 µM. 340,000 compounds, 1.2% hits. P68402;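 active = inhibition above the mean of all tested compounds plus 3 SD, cut at about 24% in these data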;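 note: 0% = enzyme with DMSO and 100% = wells lacking PAFAH1B2; many of its hits are not listed in these tables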
Target sequence (P68402 whole entry, looked up): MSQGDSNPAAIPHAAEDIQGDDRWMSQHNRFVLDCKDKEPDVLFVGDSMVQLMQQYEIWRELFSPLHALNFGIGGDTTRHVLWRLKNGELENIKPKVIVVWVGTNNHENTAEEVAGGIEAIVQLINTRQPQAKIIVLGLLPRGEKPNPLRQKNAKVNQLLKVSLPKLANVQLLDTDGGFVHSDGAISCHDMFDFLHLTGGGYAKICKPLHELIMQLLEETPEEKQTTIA
ZTA counter = ZTA (EBV) inhibition in EBNA-1 counter-screen | ZTA-DNA binding, fluorescence polarization | inhibition, % at 11 µM | 320,000 compounds, 0.15% hits | AID 2234; in the data active = inhibition above about 33%
Target sequence (P03206 whole entry, looked up): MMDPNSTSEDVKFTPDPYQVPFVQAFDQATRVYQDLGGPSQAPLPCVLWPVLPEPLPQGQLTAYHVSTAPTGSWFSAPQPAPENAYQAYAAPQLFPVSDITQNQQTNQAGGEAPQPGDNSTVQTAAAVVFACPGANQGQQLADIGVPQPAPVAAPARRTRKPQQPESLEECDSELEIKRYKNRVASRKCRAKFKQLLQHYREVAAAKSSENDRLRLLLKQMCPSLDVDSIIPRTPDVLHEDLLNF
PAFAH1B3 FP inh = inhibitors of human PAFAH1B3; inhibition, % at 3.39 µM; 340,000 compounds, 0.28% hits; recombinant PAFAH1B3, FP-rhodamine probe, fluorescence polarization;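 active = inhibition above the screen-wide average of all tested compounds plus 3 SD, cut at about 25% in these data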;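 note: 0% = enzyme with DMSO only and 100% = wells lacking PAFAH1B3 protein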
LYPLA1 counter = LYPLA1 (human) inhibition in PME1 counter-screen; O75608; recombinant LYPLA1, FP-Rh probe fluorescence polarization; inhibition, % at 5.9 µM; 320,000 compounds, 0.16% hits; AID 2174;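 active = inhibition above the mean of all tested compounds plus 3 SD, set per campaign, cut at about 14% in these data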;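 note: inhibitors block serine hydrolase probe labeling of LYPLA1 so polarization falls; 0% = enzyme with DMSO and 100% = wells lacking LYPLA1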
An asterisk follows results filed as active; / = not tested or not shown; & = joins results of further samples.

SMILES | PAFAH2 inh | LYPLA2 counter | EBNA-1 inh | pPAFAH FP inh | PREPL inh | PAFAH1B2 inh | ZTA counter | PAFAH1B3 FP inh | LYPLA1 counter
COc1ccc(Oc2cnc3ccccc3n2)cc1 | 1 | 3 | -9 | 3 | 1 | 1 | -24 | -3 | -1
COc1ccc(NC(=O)c2ccc(CNc3c(NC4CCCCC4)c(=O)c3=O)cc2)c(OC)c1 | -10&-3 | 1 | 8 | 5 | 19 | -3&0 | -14 | -1&4 | 2
COc1ccc(C(=O)NC2CCc3ccccc32)cc1OC1CCN(C(C)=O)CC1 (centres undefined) | 19 | -7 | 12 | 5 | -1 | 1 | 0 | -12 | -6
CC1CCN(CC(C)OC(=O)c2ccco2)CC1 (centres undefined) | 1 | 4 | -2 | -2 | 15 | 4 | 0 | 6 | 1
O=C(COC(=O)c1cc(S(=O)(=O)NCc2ccccc2)ccc1O)NCc1ccccc1 | 8 | 3 | 5 | 10 | 18 | 15 | -2 | 8 | -2
COC(=O)c1ccccc1NC(=O)/C=C/c1cc(OC)c(OC)c(OC)c1 | 3 | -3 | 2 | -1 | -1 | 2 | -4 | 5 | -3
O=C(CNCc1ccc(F)cc1)Nc1ccc(S(=O)(=O)N2CCOCC2)cc1 | -6 | 14 | 1 | 4 | 9 | 5 | 7 | 2 | 4
Cc1ccccc1CNS(=O)(=O)c1c(C)[nH]c(C)c1C(=O)N1CCCCC1 | -1 | -2 | 0 | 4 | 20 | 0 | -8 | 7 | 0
CCOc1ccc(CCNC(=O)C2CCCN(c3nn4c(=O)cc(C)nc4s3)C2)cc1 (centres undefined) | 10 | 8 | 1 | -6 | 10 | -2 | -5 | 10 | 3
OCCCc1nc2n(n1)C(c1ccccc1)C=C(c1ccc(F)cc1)N2 (centres undefined) | 7 | -2 | 6 | 1 | 7 | 5 | 6 | 3 | -4
Clc1cccc(-c2nnc(SCc3nc4ccccc4[nH]3)n2Cc2ccco2)c1 | -5 | -6 | -2 | 5 | -6 | -2 | -3 | 0 | -3
CCC(C)(NC(=O)c1ccccn1)C(=O)NC1CCCC1 (centres undefined) | 3 | 6 | 15 | 0 | 7 | 1 | 19 | 5 | 1
COc1ccccc1CNS(=O)(=O)c1cc2c3c(c1)C(C)C(=O)N3CCC2 (centres undefined) | 4 | 7 | 0 | 6 | -7 | 0 | 1 | -1 | 0
O=C1OCC(CO)(CO)N=C1NNc1ccccc1[N+](=O)[O-] | -3 | 1 | -2 | -4 | -9 | 1 | -4 | 2 | -1
CC1(C)C2CC=C(/C=N/NC(=O)c3ccc(Cl)cc3)C1C2 (centres undefined) | -1 | -6 | -1 | 6 | -6 | 7 | 3 | 0 | -4
O=C(NCCOc1ccccc1)C1CCC(=O)N(C2CCCCCC2)C1 (centres undefined) | -3 | 18 | 3 | -4 | 13 | 4 | -1 | 1 | -1
CCc1nnc2c(N(C)S(=O)(=O)c3ccc(C)cc3)nc3ccccc3n12 | -1 | 0 | 7 | 2 | -7 | 3 | 1 | 10 | 2
COC(C)(C)[C@]12CC(O)(C(C)C)ON1[C@H]1CCCCC1N2O (some centres undefined) | 1 | 2 | -2 | 3 | 9 | 2 | -11 | 13 | 1
Cn1ncc2c(O/N=C(\N)c3ccc(C(C)(C)C)cc3)ncnc21 | 0 | 2 | -5 | -1 | 15 | 8 | 8 | 6 | -4
COc1cccc(-c2nc(CS(=O)(=O)CC(=O)NCCCOC(C)C)c(C)o2)c1 | 5 | 1 | -5 | -3 | 5 | -1 | -1 | 3 | -2
CCCn1c(=S)[nH]c2cc(Cl)ccc21 | -5 | 1 | -1 | 5 | -3 | 9 | -4 | 5 | 0
O=C(NCc1ccc(Cl)cc1)c1cc2c(s1)CS(=O)(=O)C2 | -7 | -3 | -19 | 2 | 2 | 3 | 4 | 3 | -8
CCN(CC)CCOC(=O)CCc1cccc2ccccc12 | 0 | 1 | -2 | 0 | -9 | 0 | -7 | 4 | 0
COC(=O)CN(C(=O)CSc1nnc(-c2cccc(OC)c2)o1)c1ccc(OC)cc1 | 7 | 2 | 5 | -1 | 7 | 5 | 1 | 10 | 1
O=C(NC1CCN(Cc2ccccc2)CC1)C1CCN(S(=O)(=O)c2cccc3cccnc23)CC1 | -2 | -9 | 7 | 6 | 7 | -2 | 11 | 7 | -2

An excerpt from above, reduced to LYPLA2 counter, PAFAH1B3 FP inh and LYPLA1 counter.
compound	LYPLA2 counter	PAFAH1B3 FP inh	LYPLA1 counter
Cc1ccccc1CNS(=O)(=O)c1c(C)[nH]c(C)c1C(=O)N1CCCCC1	-2	7	0
CCOc1ccc(CCNC(=O)C2CCCN(c3nn4c(=O)cc(C)nc4s3)C2)cc1 (centres undefined)	8	10	3
OCCCc1nc2n(n1)C(c1ccccc1)C=C(c1ccc(F)cc1)N2 (centres undefined)	-2	3	-4
Clc1cccc(-c2nnc(SCc3nc4ccccc4[nH]3)n2Cc2ccco2)c1	-6	0	-3
CCC(C)(NC(=O)c1ccccn1)C(=O)NC1CCCC1 (centres undefined)	6	5	1
COc1ccccc1CNS(=O)(=O)c1cc2c3c(c1)C(C)C(=O)N3CCC2 (centres undefined)	7	-1	0
O=C1OCC(CO)(CO)N=C1NNc1ccccc1[N+](=O)[O-]	1	2	-1

Back to the main list with the 2 entries that preceded the break.
SMILES | PAFAH2 inh | LYPLA2 counter | EBNA-1 inh | pPAFAH FP inh | PREPL inh | PAFAH1B2 inh | ZTA counter | PAFAH1B3 FP inh | LYPLA1 counter
COC(=O)CN(C(=O)CSc1nnc(-c2cccc(OC)c2)o1)c1ccc(OC)cc1 | 7 | 2 | 5 | -1 | 7 | 5 | 1 | 10 | 1
O=C(NC1CCN(Cc2ccccc2)CC1)C1CCN(S(=O)(=O)c2cccc3cccnc23)CC1 | -2 | -9 | 7 | 6 | 7 | -2 | 11 | 7 | -2
O=c1c2c(nc3nc(SCc4ccccc4)[nH]n13)CCC2 | 11 | 0 | 10 | 10 | -2 | 11 | 0 | 7 | 2
CC1CCN(CCC(=O)N/N=C/c2ccc([N+](=O)[O-])cc2)CC1 | 5 | 2 | -11 | 1 | 11 | 4 | -5 | 11 | 3
CCc1cc(=O)oc2cc(OC(C)C(=O)NCc3ccccn3)ccc12 (centres undefined) | 4 | 5 | -10 | 1 | -1 | 6 | 3 | -1 | 3
COC(=O)c1[nH]c2c(c1C)C(=O)CC(c1ccccc1)C2 (centres undefined) | 2 | 6 | -3 | 2 | 11 | -4 | -17 | 10 | 2
COc1ccc(N2C(=O)/C(=C/c3cccs3)NC2=S)cc1 | 4 | 2 | -5 | 6 | -1 | 5 | 5 | 3 | 2
O=C(Nc1ccc(S(=O)(=O)Nc2ncccn2)cc1)c1ccc(N2CCCC2=O)cc1 | 0 | 1 | 10 | -1 | 6 | -4 | -13 | 7 | 1
Cc1ccc(-c2cc(C(=O)Nc3c(C#N)cnn3C)no2)cc1 | 3 | -6 | 1 | 4 | 1 | 0 | 20 | 4 | -2
COc1ccccc1CNS(=O)(=O)c1c(C(=O)N2CCCCC2)c(C)n(C)c1C | 9 | -5 | -4 | 4 | -3 | 1 | 5 | 2 | -7
COC(=O)C1=CN(c2ccc(OC)cc2)C=C(C(=O)OC)C1c1cc(OC)c(OC)cc1OC | 3 | -9 | 3 | -1 | 1 | -8 | -10 | 2 | -4
CCC(C(=O)OCC(=O)Nc1cc(Cl)cc(Cl)c1)c1ccccc1 (centres undefined) | -24 | -42 | -12 | -14 | 0 | -1 | -5 | -7 | -16
CCCc1cc(=O)[nH]c(SCC(=O)N(C)Cc2ccccc2)n1 | 6 | 0 | -5 | 1 | -3 | 5 | -3 | -1 | -1
COc1ccc(C(=O)C(C)[n+]2ccc(C)c3ccccc32)cc1[N+](=O)[O-] (centres undefined) | 1 | 2 | 4 | 1 | 17 | -2 | -7 | -5 | -3
Cc1ccc(C(=O)N(c2ccccn2)C(C)c2ccco2)cc1C (centres undefined) | -2 | 4 | 0 | 6 | -6 | 0 | 0 | 3 | -1
CCOc1ccc2oc(C(=O)OCC(=O)NC(=O)NC3CCCC3)c(C)c2c1 | 0 | 1 | 13 | 3 | 11 | 3 | -13 | 0 | 0
O=C(O)c1ccc(N/N=C2/CCSc3ccc(F)cc32)cc1 | 0 | 4 | 7 | 23 | 15 | 8 | -3 | 13 | 0
CCOc1ccc(CCNc2nc3ccccc3n3c(C)nnc23)cc1OCC | -5 | 0 | 1 | -1 | -6 | 2 | 7 | 3 | -6
Cc1nnc(SCC(=O)N2c3ccccc3C(C)(c3ccc(Cl)cc3)CC2(C)C)s1 (centres undefined) | -2 | -4 | -13 | 0 | 14 | 6 | 1 | 6 | -1
CN(C)c1cccc2c(S(=O)(=O)NCc3ccc(S(N)(=O)=O)cc3)cccc12 | 3 | 8 | 1 | 2 | 18 | 1 | 2 | -3 | 1
CCCCn1c(CN2CCN(CCO)CC2)nc2ccccc21 | -5 | -5 | -10 | 4 | 1 | 6 | -13 | -3 | 0
CC(=O)Nc1nnc(SCC(=O)Nc2ccc(N3CCOCC3)c(Cl)c2)s1 | 1 | -1 | 5 | 3 | 16 | 9 | -12 | 1 | 1
COc1ccccc1C1CC(=O)n2c(nc(-c3ccccc3)c2-c2ccccc2)S1 (centres undefined) | 4 | 3 | 15 | -4 | 2 | -1 | -4 | 1 | 0
Cn1c(Cn2c(=O)sc3ccccc32)nnc1SCC(=O)Nc1ccc(Cl)cc1 | -7 | -2 | 5 | 2 | -20 | 5 | -3 | 2 | 0
COC(=O)c1cc(Br)c(=O)n(-c2ccc(OC)cc2)c1 | 5 | 0 | -4 | 3 | 11 | 4 | 11 | 11 | -2
O=C(NCC1CCCO1)c1ccc(COc2ccc(F)cc2)o1 (centres undefined) | -4 | 4 | 5 | 5 | 13 | 5 | 14 | 3 | 2
CC(C)C[C@@H]1CN=C(N)N1C[C@@H]1CCCN1C[C@@H](C(C)C)N1C[C@@H](Cc2ccccc2)N(CCc2ccc(Cl)c(Cl)c2)C1=N | 3 | / | / | 1 | 70* | 3 | / | 4 | /
COCCNC(=O)CN(C)S(=O)(=O)c1ccc2c(c1)OCCO2 | -7 | -2 | 3 | 1 | -1 | 0 | 3 | 8 | -1

Screening results: PubChem, The Scripps Research Institute Molecular Screening Center

A portion of the library (hit frequency here may not be typical).
